P. falciparum M17LAP = P. falciparum M17LAP inhibitors, primary screen, biochemical, fluorogenic H-Leu-NHMec substrate, 1536-well (AID 1619) | recombinant M17LAP, H-Leu-NHMec fluorogenic kinetic assay; higher % means a stronger effect | one-dose inhibition, % at 30 µM; IC50 in µM for titrated hits | actives 0.38% (n = 220,000);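 active = compound inhibiting the enzyme by more than half at any dose during confirmatory dose-response retesting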;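 note: plate controls were full reaction with DMSO carrier for no effect and no enzyme background for full effect; strong numbers were not always called active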
bCat nuc transl = modulators of beta-catenin nuclear translocation, primary screen, imaging, HeLa cells, immunofluorescence, high-content. actives 0.3% (n = 190,000). nuclear translocation activity, % at 5 µM;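 active = nuclear translocation activity above 50% at 5 µM, with a well cell count of 50 or more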;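 note: per-cell ratio of nuclear to cytoplasmic median beta-catenin stain intensity; plate controls were DMSO negative control for no effect and GSK-3 inhibitor IX positive control for full effect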
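Test system: HeLa cells, endogenous beta-catenin; Compound: single 5 µM dose plus 0.02–20 µM confirmation series; Times: compound exposure 24 h at 37°C; Signal: fluorescence imaging of beta-catenin antibody stain plus DAPI; Read-out: % activation, nuclear-to-cytoplasmic median beta-catenin signal ratio per cell.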
MT stabilize HCS = microtubule stabilizers in HeLa cells, primary screen, imaging, high-content imaging; AID 2205, 2009; HeLa tubulin immunostaining HCS, 24 h; share of cells brighter than vehicle mean+2SD; % tubulin-high responders, % at 10 µM; actives 0.83% (n = 200,000);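 active = plate Z-score above 3 for both tubulin-high and condensed-nucleus cell shares, with cell loss under 80%, at 10 µM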;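 note: anti alpha tubulin signal scored within the nucleus-defined area of each cell; some results filed as inactive read as strong as hits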
Ins promoter up = insulin promoter activators in MIN6 cells, imaging, high-content screening, mouse beta cells | actives 0.3% (n = 190,000) | z-score at 5 µM | AID 1625, 2009 | MIN6 insulin promoter-GFP reporter; stronger effect = higher value;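 active = z-score above 3 at 5 µM with at least 500 cells counted in the well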
P. falciparum M1AAP = P. falciparum M1AAP inhibitors, biochemical, fluorogenic H-Leu-NHMec substrate, 1536-well (AID 1445); Aminopeptidase N (Plasmodium falciparum (isolate 3D7)); recombinant M1AAP, H-Leu-NHMec fluorogenic kinetic assay; higher % means a stronger effect; one-dose inhibition, % at 30 µM; IC50 in µM for titrated hits; actives 0.42% (n = 220,000);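 active = primary inhibition above the hit cutoff, then over 50% inhibition at one or more dose response concentrations, cut at about 23% in these data, passing the limit was not always enough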;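 note: plate controls were DMSO full reaction for no effect and no enzyme background for full effect; strong numbers were not always called active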
ER stress rescue = rescue of cells from ER stress-induced death, primary screen, 384-well, CSM14.1, thapsigargin, ATP luminescence (AID 1222) | 190,000 tested, under 10 active | cellular ATP content (survival), % at 20 µM; hits with a dose series show EC50 in µM | CSM14.1 thapsigargin-induced death rescue, ATP luminescence; higher % means a stronger effect;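 active = EC50 below 50 µM in the dose-response confirmation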;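 note: death triggered by thapsigargin at about 15 µM added after 2 h compound pretreatment; cell ATP read after overnight thapsigargin exposure of roughly 18 to 22 hours; normalized against plate controls of thapsigargin alone and 5% DMSO vehicle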
Autophagy mod = autophagy modulators in MEF cells, primary screen, imaging, high-content, MEF GFP-LC3 | MEF GFP-LC3 puncta imaging; test concentration mostly 10 µM | calls only at 10 µM (by protocol) | actives 0.98% (n = 190,000);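 active = percentage of spot-positive cells more than 3 SD above its plate mean, without a fluorescence outlier flag or 80% toxicity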;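 note: spot-positive cell cutoff set from DMSO-treated cells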
Dynein cargo inh = inhibitors of GR-EGFP nuclear translocation, primary screen, dynein cargo transport inhibitor project, imaging, high-content, 3617.4 mouse cells | actives 0.47% (n = 220,000) | test concentration mostly 20 µM; stimulated with dexamethasone, 1 µM; stronger effect = lower value | AID 1381, 2008 | z-score, hits read low;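 active = plate z-score of nuclear minus cytoplasmic receptor signal below a set negative limit, without overly bright fluorescence or cell loss, cut at about -3.5 in these data, passing the limit was not always enough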;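 note: z-score of nuclear minus cytoplasmic ring GR-EGFP intensity difference per well; some compounds called inactive have numbers as strong as hits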
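Buffer or medium: Induction medium lacking tetracycline, stripped serum | Also added: Dexamethasone agonist, 1.0 µM final, for 30 min | Timing: 48 h induction, 1 h compound, 30 min dex at 37 °C | Detection: Formaldehyde fixation, Hoechst nuclear stain, 10x automated fluorescence imaging | Measure: Nuclear versus cytoplasmic GR-EGFP signal, averaged per well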
UTI89 phage lysis = inhibition of K1F phage lysis, E. coli UTI89, bacterial capsule biogenesis inhibitors, alamar blue (AID 488966); E. coli UTI89 K1F phage lysis, alamar blue, 2 h; higher % means a stronger effect; one-dose inhibition, % at 100 µM; IC50 in µM for titrated hits; actives 0.02% (n = 340,000);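 active = phage lysis inhibition, versus mean bacterial control, above a set limit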;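 note: capsule biogenesis inhibitors block K1F phage lysis so surviving cells raise fluorescence; higher fluorescence means more inhibition of phage lysis; actives were called in the ten point dose series up to 300 µM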
Dynein cargo inh cytoplasmic EGFP = also measured in Dynein cargo inh; calls as there; z-score; measured here: cytoplasmic GR-EGFP intensity; stronger effect = higher value
Dynein cargo inh nuclear GR-EGFP = recorded beside Dynein cargo inh, whose call it bears; z-score; measured here: nuclear GR-EGFP intensity;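 lower value marks the stronger effect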
Dynein cargo inh cell count = also measured in Dynein cargo inh; calls as there; z-score; measured here: cell count per field
Ins promoter up cell count = second read-out of Ins promoter up, no call of its own (marks repeat the call); cell count; measured here: cytotoxicity, nuclei count;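 total cells summed across four imaged fields per well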
bCat nuc transl cell count 5 µM = also measured in bCat nuc transl; calls as there; cell count; measured here: cell count, cytotoxicity flag
MT stabilize HCS Hoechst-high % = recorded beside MT stabilize HCS, whose call it bears; % Hoechst-high responders; measured here: nuclear condensation Hoechst responders;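 share of cells brighter than vehicle mean plus two SD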
MT stabilize HCS cytotoxicity % = recorded beside MT stabilize HCS, whose call it bears; toxicity, %; measured here: cytotoxicity by cell density;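 0% = mean cell density of plate MIN control wells and 100% = no cells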
Autophagy mod cell loss 18 h = further read-out of Autophagy mod, marked with its call; toxicity, %; measured here: cell loss, nuclei count;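 cell loss after 18 h compound exposure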
The depositor's hits bear a star; i = inactive; / = no result given; [ ] = dose if it differs, or a comment.

SMILES | P. falciparum M17LAP | bCat nuc transl | bCat nuc transl cell count 5 µM | MT stabilize HCS | MT stabilize HCS Hoechst-high % | MT stabilize HCS cytotoxicity % | Ins promoter up | Ins promoter up cell count | P. falciparum M1AAP | ER stress rescue | Autophagy mod | Autophagy mod cell loss 18 h | Dynein cargo inh | Dynein cargo inh cytoplasmic EGFP | Dynein cargo inh nuclear GR-EGFP | Dynein cargo inh cell count | UTI89 phage lysis
CCOC(=O)c1csc(NC(=O)c2ccc(OC)c(OC)c2)n1 | 1.0% | -4.0 | 947 | 2.2 | 0.8 | 11.0 | 0.55 | 1372 | 1.8% | -0.3% | i | 1.0 | -0.595 | -0.172 | -0.151 | -0.137 | 1.6%[50 µM]
COc1cccc(CNc2ccc(Br)cn2)c1O | 11.5% | 0.5 | 1349 | 4.4 | 2.3 | 6.5 | 0.07 | 1282 | -1.1% | -5.6% | i | 6.8 | -0.399 | -0.258 | 0.118 | 0.13 | 0.2%
Cc1cc(C(C)c2ccccc2)c(O)c(CN2CCOCC2)c1C (stereo unspecified) | -15.6% | / | / | 2.5 | 1.2 | 6.2 | 0.71 | 1231 | 12.4% | -3.3% | i | -6.6 | 0.328 | -0.25 | 0.129 | -0.66 | -0.2%
CCOC(=O)c1nc2nc(C)cc(=O)n2[nH]1 | -6.0% | 0.2 | 626 | 1.9 | 2.2 | 8.9 | 0.16 | 1436 | 2.8% | 1.4% | i | 5.7 | -0.135 | -0.241 | 0.38 | 0.22 | -0.2%
c1ccc(SCc2cn3cccnc3n2)nc1 | -6.9% | 6.6 | 922 | 3.7 | 2.8 | 5.7 | -0.23 | 1235 | 8.0% | -0.8% | i | -3.7 | 1.72 | -0.298 | 1.12 | -1.03 | -0.1%
O=C(CCS(=O)(=O)Cc1ccc(Cl)cc1)NCCCN1CCN(c2ccccc2F)CC1 | 10.6% | / | / | 0.6 | 1.2 | 7.2 | / | / | 5.4% | -0.9% | i | 5.7 | 0.54 | 0.155 | 0.301 | 0.225 | 11.7%
COc1ccc(C(=O)Nc2cc(C)on2)cc1 | -0.3% | -1.5 | 980 | 1.8 | 3.8 | 14.4 | 0.77 | 1194 | 0.5% | -4.8% | i | -9.2 | 0.338 | -0.175 | 0.626 | -0.479 | 0.2%
CC(/C=N/NC(=O)c1ccco1)=C\c1ccccc1 | 1.3% | 0.5 | 1116 | 1.7 | 2.2 | 2.7 | 0.11 | 1320 | 5.8% | -3.5% | i | -2.7 | 0.178 | -0.105 | 0.197 | -0.42 | 2.2%
Cc1nnc(SCC(=O)NNC(=O)c2ccc(Cl)cc2)n1CC1CCCO1 (stereo unspecified) | -4.2% | 0.6 | 1568 | 2.5 | 2.1 | 7.0 | 0.67 | 1547 | 8.1% | -0.2% | i | 6.2 | 1.22 | -0.212 | 0.614 | -1.01 | 0.3%
COc1nc(C)nc2c1ccc1ccccc12 | -10.3% | -2.3 | 1141 | 1.9 | 1.5 | 4.6 | / | / | -2.6% | -1.8% | i | -0.8 | 0.13 | -0.178 | 0.281 | -0.542 | 4.0%
CCCCNC(=O)CCn1nc(-c2ccccc2)ccc1=O | 10.9% | -7.4 | 986 | 3.9 | 2.2 | 5.0 | 0.1 | 1554 | 6.3% | -0.9% | i | 23.5 | 0.842 | 0.257 | 0.284 | 0.0649 | 0.6%
CC1CCN(CCCNC(=O)C2CCC(=O)N2C2CCCC2)CC1 (stereo unspecified) | -9.7% | -2.1 | 1334 | 1.8 | 2.3 | 10.5 | 1.07 | 1434 | 3.5% | -0.3% | i | -15.9 | 0.684 | -0.185 | 0.338 | -0.161 | 6.2%
CC(=NCc1ccncc1)C1=C(O)c2ccccc2C1=O | -1.0% | 2.3 | 1040 | 1.7 | 1.5 | 11.5 | -0.41 | 936 | 23.6%* | 5.6% | i | -7.4 | -0.649 | -0.115 | -0.437 | 0.474 | /
COc1ccc(S(=O)(=O)NCc2ccccn2)cc1 | 16.9% | -2.3 | 1163 | 1.6 | 1.7 | 7.5 | -0.19 | 858 | -0.4% | -0.2% | i | 27.4 | -1.17 | -0.179 | -0.402 | 1.11 | 2.3%
CCOC(=O)c1ccc(NC(=O)COc2ccccc2CNCCO)cc1 | 1.1% | -2.0 | 1096 | 3.2 | 3.6 | 2.7 | 0.92 | 1533 | 4.3% | -2.1% | i | 7.6 | -0.311 | -0.142 | 0.462 | -0.138 | -0.2%
CN=C1S/C(=C/c2cn(CC(=O)OC)c3ccccc23)C(=O)N1C | 2.7% | 0.1 | 1274 | / | / | / | 0.13 | 1142 | 10.2% | / | / | / | 0.926 | -0.0417 | 0.541 | -0.939 | -1.2%
COc1ccccc1NC(=O)NCCN1CCN(C(=O)Nc2ccccc2OC)CC1 | 0.3% | -1.1 | 1104 | 3.1 | 3.9 | 6.8 | 0.32 | 1187 | 3.3% | 0.7% | i | 0.2 | -0.26 | -0.227 | -0.0132 | -0.115 | -0.3%
Cc1ccc(C(=O)N2CCCC(C(=O)c3cc(F)ccc3F)C2)s1 (stereo unspecified) | -5.2% | 1.1 | 1541 | 3.9 | 2.2 | 8.1 | -2.25 | 1168 | 4.9% | 2.6% | i | 3.3 | -0.537 | -0.288 | -0.223 | 1.32 | -0.1%
Cc1ccc(N2C(=O)[C@@H]3C(C(=O)CCN4C(=O)c5ccccc5C4=O)=NN[C@@H]3C2=O)cc1 | 9.7% | -1.4 | 1123 | 6.1 | 1.3 | 9.7 | -0.25 | 1439 | 6.0% | -3.4% | i | 19.7 | 0.753 | -0.316 | 0.281 | 0.173 | 0.2%
COc1cc(NC(=O)SC2=NCCS2)cc(OC)c1 | 1.2% | 1.9 | 959 | / | / | / | 0.22 | 1306 | 1.4% | / | / | / | 0.761 | -0.216 | 0.135 | 0.344 | 0.4%
O=c1c2c(nc3c(-c4ccc(Cl)cc4)c[nH]n13)CCC2 | 39.4% | 2.9 | 1058 | 2.7 | 3.5 | 3.5 | -0.02 | 1257 | -8.7% | -1.2% | i | -1.7 | -0.453 | -0.161 | -0.192 | 0.476 | 2.2%
CCN1CCN(c2cc(C)c3cc(NC(=S)N4CCCC(C)C4)ccc3n2)CC1 (stereo unspecified) | -10.7% | 4.3 | 1033 | 0.5 | 4.4 | 27.9 | -0.08 | 1126 | 3.3% | 1.6% | i | -5.5 | -0.307 | -0.224 | 0.143 | -0.108 | -0.1%
CCCN(CCC)c1nc(NC2CCN(C(=O)OCC)CC2)nc(OC)n1 | 5.9% | -2.7 | 928 | 4.0 | 2.0 | 1.9 | -1.46 | 777 | -7.8% | 2.7% | i | 23.3 | 0.12 | -0.383 | 0.389 | -0.294 | 1.4%
C=CCc1cccc2cc(C(=O)Nc3ccccc3C(=O)O)c(=O)oc12 | 18.2% | 1.4 | 1085 | 3.9 | 1.8 | 9.5 | -1.14 | 1099 | 21.7% | -1.4% | i | -9.9 | 1.24 | -0.382 | -0.16 | 0.883 | /
CC(C)C(=O)NC(=S)/C=C1/N(C)c2ccccc2C1(C)C | 4.0% | -4.2 | 1086 | 2.2 | 2.0 | 12.7 | -2.22 | 725 | 13.1% | -1.4% | i | 8.3 | -0.807 | -0.109 | -0.548 | -0.49 | 0.1%
O=C(NC(=S)Nc1cccc2cnccc12)c1ccccc1 | 7.4% | -0.2 | 893 | 3.9 | 2.2 | 8.9 | -0.01 | 1674 | 2.9% | -0.4% | i | 8.7 | 0.55 | -0.252 | 0.705 | 0.565 | 0.3%
COc1ccc(C(=O)n2nnc3ccccc32)cc1Br | 49.7% | 0.0 | 976 | 3.3 | 1.3 | 3.3 | 0.09 | 1128 | -0.3% | -1.8% | i | 2.4 | -0.614 | -0.274 | -0.258 | 0.121 | 0.9%
CN(c1ccc(C(=O)NCc2ccccc2)cc1)S(C)(=O)=O | -0.4% | -0.8 | 1091 | 3.0 | 1.9 | 3.1 | -1.25 | 1292 | -1.9% | 2.5% | i | -14.2 | 0.0963 | -0.181 | 0.174 | 0.123 | 1.9%
N=C(N)SCc1cccc2ccccc12 | -9.8% | -0.8 | 1306 | 1.4 | 1.0 | 3.4 | -1.74 | 1373 | 4.5% | -0.7% | i | 6.1 | -0.479 | -0.206 | -0.316 | 0.616 | i
COC(=O)c1cc(S(=O)(=O)C(C)C)c(S(C)=O)s1 (stereo unspecified) | 0.1% | 1.2 | 1156 | / | / | / | 1.16 | 1214 | 1.3% | / | / | / | -1.49 | -0.0714 | -0.762 | 0.56 | -0.1%
C/C(=N/NC(=O)C1COc2ccccc2O1)c1ccco1 (stereo unspecified) | 20.9% | 1.2 | 978 | 6.0 | 3.1 | 6.9 | 0.66 | 1379 | -0.5% | -3.4% | i | 1.4 | -0.368 | -0.239 | -0.225 | 0.485 | 5.6%

Compound activity deposited in PubChem by several laboratories.
